Compound activity as filed in PubChem BioAssay.
PRC2 inh = EZH2/PRC2 methyltransferase inhibitors, primary screen, biochemical, DELFIA time-resolved fluorescence, single point; Histone-lysine N-methyltransferase EZH2 (Homo sapiens), Q15910; PRC2 H3K27 methylation, DELFIA TRF, 1 h; inhibition, % at 12.5 µM; 57,000 tested, 0.35% active;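 active = mean inhibition of replicates at least 50% and every single replicate also reaching 50%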;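 note: dimethyl H3K27 on biotinylated H3 21-44 peptide detected by antibody; plate controls were median neutral control wells for no effect and median positive control wells for full effect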
Target sequence (Q15910 whole entry, looked up): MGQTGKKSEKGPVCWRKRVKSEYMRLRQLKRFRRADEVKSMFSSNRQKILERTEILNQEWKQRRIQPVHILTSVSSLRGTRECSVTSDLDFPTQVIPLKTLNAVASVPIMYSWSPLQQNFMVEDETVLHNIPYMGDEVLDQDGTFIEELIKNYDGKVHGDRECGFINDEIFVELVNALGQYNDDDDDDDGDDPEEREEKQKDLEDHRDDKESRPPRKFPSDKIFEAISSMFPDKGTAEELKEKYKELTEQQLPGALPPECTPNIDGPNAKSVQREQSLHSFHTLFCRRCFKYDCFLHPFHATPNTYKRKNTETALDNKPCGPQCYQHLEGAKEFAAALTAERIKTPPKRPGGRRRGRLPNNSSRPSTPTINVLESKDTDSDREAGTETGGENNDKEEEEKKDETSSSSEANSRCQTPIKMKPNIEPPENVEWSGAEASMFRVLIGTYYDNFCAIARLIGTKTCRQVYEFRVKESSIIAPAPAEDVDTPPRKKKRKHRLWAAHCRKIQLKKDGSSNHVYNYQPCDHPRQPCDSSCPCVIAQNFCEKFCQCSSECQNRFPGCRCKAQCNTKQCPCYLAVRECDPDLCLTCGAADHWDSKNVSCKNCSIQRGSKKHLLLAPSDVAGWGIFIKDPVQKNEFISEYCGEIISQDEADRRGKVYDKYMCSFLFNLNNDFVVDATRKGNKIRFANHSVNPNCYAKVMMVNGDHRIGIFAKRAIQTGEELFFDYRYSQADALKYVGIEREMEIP
IDH1 R132H inh = inhibitors of IDH1 R132H reductase, primary screen, biochemical, plate reader, single point; Isocitrate dehydrogenase [NADP] cytoplasmic (Homo sapiens), O75874; diaphorase/resazurin fluorescence, 60 min; inhibition, % at 10 µM; 70,000 tested, 0.18% active; AID 624101, 2012; in the data active = inhibition above about 34%;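 note: 0% = DMSO and 100% = no enzyme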
Active calls of the source: *; . = no result given. Only part of the results is shown; the hit share may differ from the screen's.

SMILES | PRC2 inh | IDH1 R132H inh
O=C(NC1CCCC1)N[C@H]1C=C[C@H](CC(=O)N2CCOCC2)O[C@H]1CO | -6 | -0.1
CCc1ccc(NC(=O)CN(C)S(=O)(=O)c2ccc3ccccc3c2)cc1 | 37 | -0.4
C[C@H](CO)N1C[C@H](C)[C@H](CN(C)C(=O)c2cc(-c3ccccc3)on2)OCc2cn(nn2)CCCC1=O | -2 | -0.7
CO[C@@H]1CN(C)C(=O)c2cc(NC(=O)c3nc4ccccc4s3)ccc2OC[C@@H](C)N(Cc2ccncc2)C[C@@H]1C | -13 | 9.9
C[C@@H]1CN([C@@H](C)CO)C(=O)c2cc(NC(=O)CCC(F)(F)F)ccc2O[C@@H]1CN(C)C(=O)Nc1cccc2ccccc12 | -7 | .
C=CCNC(=O)[C@@H]1[C@H]2C(=O)O[C@H](c3ccccc3)[C@H](c3ccccc3)N2[C@H](c2ccccc2OCCO)[C@@]12C(=O)Nc1ccccc12 | -11 | .
Cc1noc(C)c1NC(=O)Nc1cccc2c1O[C@@H](CN(C)C(=O)NC1CCCCC1)[C@@H](C)CN([C@H](C)CO)C2=O | . | 1.5
C[C@@H]1CN([C@H](C)CO)C(=O)Cc2cc(NC(=O)c3ccncc3)ccc2O[C@H]1CN(C)C(=O)Nc1cccc2ccccc12 | 6 | -2.1
C[C@@H]1CCCCO[C@H](CN(C)Cc2ccc(C(=O)Nc3ccccc3N)cc2)[C@@H](C)CN([C@H](C)CO)C(=O)c2cc(NS(=O)(=O)c3cccs3)ccc2O1 | -15 | 0.3
NC(=O)NCC#Cc1ccc2c(c1)[C@]1(C(=O)N2)[C@H](c2ccccc2OCCO)N2[C@H](c3ccccc3)[C@H](c3ccccc3)OC(=O)[C@H]2[C@@H]1C(=O)O | 14 | .
NC(=O)[C@@H]1[C@H]2C(=O)O[C@H](c3ccccc3)[C@H](c3ccccc3)N2[C@H](c2ccc(O)cc2)[C@@]12C(=O)Nc1ccc(C#CCCO)cc12 | -29 | .
O=C(C[C@@H]1C[C@@H]2c3cc(NC(=O)CC4CC4)ccc3O[C@@H]2[C@@H](CO)O1)NCc1ccccc1 | 0 | 0.0
COc1ccc(CN(C)C[C@H]2OCCCC[C@H](C)Oc3ccc(NC(=O)Nc4c(C)noc4C)cc3C(=O)N([C@@H](C)CO)C[C@H]2C)cc1 | . | -1.0
C[C@@H]1CN([C@@H](C)CO)S(=O)(=O)c2ccc(C#Cc3ccccc3F)cc2O[C@@H]1CN(C)C(=O)Cc1ccccc1 | . | 0.3
C[C@H]1CCCCO[C@H](CN(C)Cc2ccc(Cl)c(Cl)c2)[C@@H](C)CN([C@@H](C)CO)C(=O)c2cc(NC(=O)CCC(F)(F)F)ccc2O1 | . | 1.2
COCC(=O)Nc1ccc2c(c1)C(=O)N(C)C[C@@H](OC)[C@@H](C)CN(C(=O)NC(C)C)[C@H](C)CO2 | 5 | -0.4
O=C(NCCN1CCNCC1)c1ccccn1 | 8 | 0.2
CCCC#Cc1ccc2c(c1)O[C@@H](CN(C)Cc1ccc3c(c1)OCO3)[C@@H](C)CN([C@H](C)CO)S2(=O)=O | 17 | 0.4
CN(C)C(=O)C[C@H]1CC[C@@H](NC(=O)c2ccc(F)cc2)[C@H](CO)O1 | -2 | 0.0
C[C@@H]1CCCCO[C@@H](CN(C)S(=O)(=O)c2ccc(Cl)cc2)[C@H](C)CN([C@@H](C)CO)C(=O)c2cc(NC(=O)CCC(F)(F)F)ccc2O1 | . | -0.6
C[C@H]1CN([C@@H](C)CO)C(=O)c2cc(Br)cnc2O[C@H]1CN(C)Cc1cccc(F)c1 | -5 | -0.1
COc1cccc(NC(=O)N(C)C[C@@H]2Oc3cc(C#Cc4ccc(F)cc4)ccc3S(=O)(=O)N([C@H](C)CO)C[C@@H]2C)c1 | -5 | 2.3
C[C@@H]1CN([C@@H](C)CO)C(=O)c2cc(NC(=O)C3CCCCC3)ccc2O[C@@H]1CN(C)C(=O)Nc1ccc(C(F)(F)F)cc1 | -23 | 0.0
COc1cc(O)c(OC)c2c1C(=O)CC(c1ccccc1)O2 (stereo not drawn) | 77* | -0.6
Cc1nn(C(C)C(=O)NCC2CCCO2)c(C)c1[N+](=O)[O-] (stereo not drawn) | 18 | 0.1
O=C(CSc1nc2ccc([N+](=O)[O-])cc2s1)Nc1ccc(Br)cc1Cl | 1 | 0.1
CCCCCCCCC[C@@H](O)CC(=O)CCc1ccc(O)c(OC)c1 | . | 0.1
CCC(=O)Nc1ccc2c(c1)C(=O)N(C)C[C@H](OC)[C@H](C)CN(CCC(F)(F)F)[C@H](C)CO2 | 24 | 0.0
C[C@@H]1CCCCO[C@H](CN(C)C(=O)c2ccccc2)[C@@H](C)CN([C@H](C)CO)C(=O)c2cc(NC(=O)CCC(F)(F)F)ccc2O1 | . | 0.2
O=C(CN1CCOCC1)NCC[C@@H]1CC[C@@H](NC(=O)c2ccc3c(c2)OCO3)[C@@H](CO)O1 | 6 | -0.3

Some values from the results shown:
Result for `Cc1nn(C(C)C(=O)NCC2CCCO2)c(C)c1[N+](=O)[O-]` (stereo not drawn) in PRC2 inh: 18
Result for `COc1cccc(NC(=O)N(C)C[C@@H]2Oc3cc(C#Cc4ccc(F)cc4)ccc3S(=O)(=O)N([C@H](C)CO)C[C@@H]2C)c1` in PRC2 inh: -5
Result for `O=C(CSc1nc2ccc([N+](=O)[O-])cc2s1)Nc1ccc(Br)cc1Cl` in PRC2 inh: 1
Result for `O=C(NCCN1CCNCC1)c1ccccn1` in PRC2 inh: 8
Result for `C[C@@H]1CN([C@@H](C)CO)C(=O)c2cc(NC(=O)C3CCCCC3)ccc2O[C@@H]1CN(C)C(=O)Nc1ccc(C(F)(F)F)cc1` in PRC2 inh: -23
Result for `CCCC#Cc1ccc2c(c1)O[C@@H](CN(C)Cc1ccc3c(c1)OCO3)[C@@H](C)CN([C@H](C)CO)S2(=O)=O` in IDH1 R132H inh: 0.4
Result for `COc1cc(O)c(OC)c2c1C(=O)CC(c1ccccc1)O2` (stereo not drawn) in PRC2 inh: 77*

(continued)
SMILES | PRC2 inh | IDH1 R132H inh
Cc1noc(C)c1NC(=O)N(C)C[C@@H]1OCCCC[C@@H](C)Oc2ccc(NC(=O)c3ccccc3)cc2C(=O)N([C@@H](C)CO)C[C@H]1C | . | -3.7
CNC[C@@H]1Oc2ccc(NS(=O)(=O)c3cccs3)cc2C(=O)N([C@@H](C)CO)C[C@@H]1C | . | 1.0
Cc1noc(C)c1S(=O)(=O)Nc1ccc2c(c1)C(=O)N([C@@H](C)CO)C[C@H](C)[C@H](CN(C)Cc1ccc(C(=O)Nc3ccccc3N)cc1)O2 | 2 | .
C[C@H]1CN([C@@H](C)CO)S(=O)(=O)c2ccc(-c3ccccc3)cc2O[C@H]1CN(C)Cc1cncnc1 | . | -6.5
COCc1cn(CC[C@@H]2CC[C@@H](NC(=O)Nc3ccc(F)cc3)[C@@H](CO)O2)nn1 | -6 | -0.3
CCCC#Cc1cnc2c(c1)C(=O)N([C@H](C)CO)C[C@@H](C)[C@@H](CN(C)S(=O)(=O)c1ccccc1)O2 | -2 | 0.1
C[C@H](CO)N1C[C@H](C)[C@@H](CN(C)Cc2ccccc2)Oc2c(NC(=O)Nc3ccccc3)cccc2C1=O | -11 | 2.5
O=C(O)c1c(O)cc(OC2OC(CO)C(O)C(O)C2O)cc1/C=C/c1ccccc1 (stereo not drawn) | . | -0.9
C[C@H]1CN([C@@H](C)CO)C(=O)Cc2cc(NC(=O)CCCCCC(=O)Nc3ccccc3N)ccc2O[C@H]1CN(C)S(=O)(=O)c1cn(C)cn1 | -16 | 0.3
C[C@@H]1CN([C@@H](C)CO)C(=O)c2cc(NC(=O)c3ccncc3)ccc2O[C@H]1CN(C)C(=O)Nc1cccc2ccccc12 | -10 | -0.7
COC(=O)c1ccc(C(=O)OC)c(NC(=O)COc2ccc3oc4c(c3c2)CCCC4)c1 | -22 | 0.1
COc1ccc(S(=O)(=O)N(C)C[C@H]2Oc3ccc(NC(=O)Cc4ccccc4)cc3C(=O)N([C@H](C)CO)C[C@H]2C)cc1 | . | -2.3
C/C=C/c1ccc2c(c1)O[C@H](CN(C)C(=O)Nc1ccccc1)[C@@H](C)CN([C@@H](C)CO)S2(=O)=O | -5 | -3.4
CS(=O)(=O)N(CC(=O)NC1CCCCCC1)c1ccc(I)cc1 | 1 | -0.1
CSc1ccccc1NC(=O)Cn1ccc([N+](=O)[O-])n1 | -7 | 0.0

Profiles, quoted from the list.
Entry for C[C@H]1CN([C@@H](C)CO)C(=O)Cc2cc(NC(=O)CCCCCC(=O)Nc3ccccc3N)ccc2O[C@H]1CN(C)S(=O)(=O)c1cn(C)cn1 : PRC2 inh: -16; IDH1 R132H inh: 0.3
Entry for Cc1noc(C)c1NC(=O)N(C)C[C@@H]1OCCCC[C@@H](C)Oc2ccc(NC(=O)c3ccccc3)cc2C(=O)N([C@@H](C)CO)C[C@H]1C : PRC2 inh: .; IDH1 R132H inh: -3.7

(cont.)
SMILES | PRC2 inh | IDH1 R132H inh
CC(C)NC(=O)Nc1ccc2c(c1)C(=O)N([C@@H](C)CO)C[C@H](C)[C@@H](CN(C)Cc1ccc(C(=O)O)cc1)O2 | 1 | -0.2
C[C@@H]1CCCCO[C@@H](CN(C)C)[C@H](C)CN([C@H](C)CO)C(=O)c2cc(NC(=O)c3ccncc3)ccc2O1 | -9 | 4.6
C[C@@H]1CN([C@H](C)CO)C(=O)c2cc(NC(=O)C3CC3)ccc2O[C@H]1CN(C)Cc1ccncc1 | 8 | -1.3
C[C@@H]1CN([C@H](C)CO)C(=O)c2cc(C3=CCCC3)cnc2O[C@H]1CN(C)C(=O)C1CC1 | -13 | 1.3
C[C@@H]1CN([C@H](C)CO)C(=O)Cc2cc(NC(=O)NC3CCCCC3)ccc2O[C@@H]1CN(C)Cc1ccccc1 | -7 | 1.1
CCOC(=O)c1c(NC(=O)c2ccc(S(=O)(=O)N3CCOCC3)cc2)sc(C(C)=O)c1C | -9 | 0.5
C[C@@H]1CN([C@H](C)CO)C(=O)c2cc(C#Cc3ccccn3)cnc2O[C@H]1CN(C)C(=O)CCN1CCCCC1 | 5 | -0.3
CCc1c(O)nc(SC(C)C(=O)Nc2cccc(Cl)c2)[nH]c1=O (stereo not drawn) | -4 | 1.5
C[C@H]1CN([C@@H](C)CO)C(=O)c2cccc(NC(=O)Nc3ccc4c(c3)OCO4)c2O[C@@H]1CN(C)S(=O)(=O)c1cccs1 | . | 0.4
COc1ccc(NC(=O)N(C)C[C@H]2Oc3ccc(NC(=O)Nc4ccc(C(F)(F)F)cc4)cc3CC(=O)N([C@@H](C)CO)C[C@H]2C)cc1 | . | 1.2
Cc1ccccc1-c1cnc2c(c1)C(=O)N([C@@H](C)CO)C[C@H](C)[C@@H](CN(C)CC1CCCCC1)O2 | . | -1.7
COc1ccc(S(=O)(=O)N[C@@H]2C=C[C@H](CC(=O)NCCc3ccccc3)O[C@@H]2CO)cc1 | 15 | 0.2
CO[C@@H]1CN(C)C(=O)c2cc(NS(=O)(=O)c3ccc(Cl)cc3)ccc2OC[C@H](C)N(C(=O)NC(C)C)C[C@H]1C | -2 | -0.1
CCCCCCCC/C=C/CCCCCCCC(=O)NCCc1ccc(O)c(O)c1 | 68* | 0.7
COC(=O)C1=C(C)NC(=O)NC1c1ccccc1OCC(=O)Nc1ccc(C)cc1 (stereo not drawn) | -4 | -0.1
CO[C@H]1CN(C)C(=O)c2cc(NS(=O)(=O)CC(F)(F)F)ccc2OC[C@@H](C)NC[C@@H]1C | 9 | 0.1
C[C@H]1CN([C@@H](C)CO)C(=O)CCCn2cc(nn2)CO[C@@H]1CN(C)C(=O)Nc1cccc(F)c1 | -11 | .
C[C@@H]1CN([C@H](C)CO)C(=O)c2ccccc2-c2ccccc2CO[C@H]1CN(C)C(=O)Oc1ccccc1 | -8 | .
COc1ccc(/C=N/NC(=O)c2cccc(C(=O)NO)c2)cc1 | 8 | -0.7
C[C@H](CO)N1C[C@H](C)[C@H](CN(C)S(=O)(=O)c2cn(C)cn2)Oc2ccc(NC(=O)Cc3ccccc3)cc2CC1=O | . | -0.4
C[C@H](CO)N1C[C@H](C)[C@H](CN(C)C(=O)c2cccnc2)Oc2cc(C#CC3CC3)ccc2S1(=O)=O | -11 | 0.1
CCC(=O)N(C)C[C@H]1Oc2ncc(-c3ccccc3OC)cc2C(=O)N([C@@H](C)CO)C[C@@H]1C | 25 | -1.2
COCc1cn(CC[C@H]2CC[C@@H](NC(=O)Nc3c(C)noc3C)[C@@H](CO)O2)nn1 | 8 | 0.0
CCC(C)(C)N=C(NC#N)Nc1cccnc1 | 4 | -0.6
C[C@@H]1CN([C@@H](C)CO)C(=O)c2cc(/C=C/c3ccccc3)cnc2O[C@@H]1CN(C)C(=O)C1CCCCC1 | -25 | -0.6
C[C@@H]1CCCCO[C@@H](CN(C)S(=O)(=O)c2cn(C)cn2)[C@H](C)CN([C@H](C)CO)C(=O)c2cc(NC(=O)c3ccccc3)ccc2O1 | . | -4.4
COc1cccc(CNC(=O)C[C@H]2CC[C@H](NC(=O)C3CCC3)[C@H](CO)O2)c1 | 3 | 0.4
C[C@@H]1CN([C@H](C)CO)C(=O)Cc2cc(NC(=O)Nc3ccc(F)cc3)ccc2O[C@@H]1CN(C)S(=O)(=O)c1ccc(Cl)cc1 | . | 1.3
Cc1noc(C)c1S(=O)(=O)Nc1ccc2c(c1)CC(=O)N([C@H](C)CO)C[C@H](C)[C@@H](CN(C)C(=O)Nc1ccc3c(c1)OCO3)O2 | . | -0.1
COc1cc(NC(=O)CCC(=O)O)ccc1NC(C)=O | -5 | 0.9
O=S(=O)(N[C@H]1CC[C@@H](CCn2cc(C3(O)CCCC3)nn2)O[C@H]1CO)c1ccccc1 | -11 | -0.3
